HSP90 refold inh = blocks HSP90-mediated luciferase refolding in reticulocyte lysate; 0.91% of 290,000 active; inhibition, % at 5.6 µM; Rabbit reticulocyte lysate, luciferase refolding luminescence, 3 h; AID 1789;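 active = inhibition above the screen-wide mean plus 3 SD, computed separately per campaign, cut at about 16% in these data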;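 also: 0% = DMSO wells and 100% = 60 µM geldanamycin wells; inhibitors lower the luminescence because luciferase stays unfolded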
HSF1 inhib = HSF1 inhibition; NIH3T3-HGL HSE-luciferase, MG132-induced, luminescence 8 h; stronger effect = lower value; activity change, negative = inhibition, % at 7.5 µM (by protocol); 0.77% of 300,000 active; AID 2098;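 active = more than half of replicate wells show activity change below -50%, luminescence cut by over half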;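 also: luciferase reports HSF-1 transcriptional activity via heat shock element; 0% = median of DMSO wells and -100% = zero luminescence signal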
GSK3 alpha inh = human GSK-3 alpha kinase inhibition; P49840; ADP-Glo luminescence, 60 min; inhibition, % at 10 µM; 0.1% of 320,000 active;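 in the data active = inhibition above about 50%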;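 also: GST-tagged GSK-3 alpha with peptide substrate and 25 µM ATP; 0% = DMSO neutral wells and 100% = GW8510 positive control wells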
Target sequence (P49840 whole entry, looked up): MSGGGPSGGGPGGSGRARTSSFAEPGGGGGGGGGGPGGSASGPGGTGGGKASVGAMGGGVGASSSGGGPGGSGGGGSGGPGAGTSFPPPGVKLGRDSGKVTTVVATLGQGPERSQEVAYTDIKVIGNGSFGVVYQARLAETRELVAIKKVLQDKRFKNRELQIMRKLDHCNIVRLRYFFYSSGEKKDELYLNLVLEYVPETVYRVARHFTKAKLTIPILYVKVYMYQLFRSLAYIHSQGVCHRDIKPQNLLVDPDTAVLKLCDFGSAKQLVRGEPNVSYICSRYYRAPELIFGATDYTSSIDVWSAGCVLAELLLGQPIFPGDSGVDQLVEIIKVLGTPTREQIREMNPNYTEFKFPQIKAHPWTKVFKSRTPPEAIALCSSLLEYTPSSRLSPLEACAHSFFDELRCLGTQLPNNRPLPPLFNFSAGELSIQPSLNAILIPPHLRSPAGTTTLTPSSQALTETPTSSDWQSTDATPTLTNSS
HSF-1 act = increases HSF-1 driven luciferase reporter signal; NIH3T3-HGL HSF-1 luciferase reporter, MG132, 8 h; 100% = twice DMSO control signal; activation, % at 9 µM; 1.7% of 300,000 active;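 active = mean replicate activation of at least 50% with a set share of replicates each reaching 50%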;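 also: 0% = median of the neutral control wells and 100% = twice that signal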
IEC-6 cytotox = counter-screen for KLF5 inhibitors: cytotoxicity in IEC-6 cells; IEC-6 cytotoxicity, luminescence viability; inhibition, % at 5 µM; 0.78% of 290,000 active; in the data active = inhibition above about 22%;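 also: 0% = plate median of test compound wells and 100% = cytotoxic reference compound wells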
AI-2 QS mod = modulates the Vibrio harveyi AI-2 quorum sensing system; activity change, % at 7.5 µM; 0.4% of 300,000 active; Vibrio harveyi JMH597 AI-2 luminescence/OD600 ratio, 9 h; stronger effect = lower value; strain lacks LuxN and CqsS sensors; 0 = neutral-control median; in the data active = activity change below about -75%, passing the limit was not always enough;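 also: luminescence divided by OD600 gain over 9 h not by final OD600 alone; inactives centre near 13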
aSyn 5UTR inh = 5' untranslated region of α-synuclein, MLPCN primary screen. alpha-synuclein 5'UTR reporter, inhibitor activity. inhibition, % (tested at 7.5 µM). 0.82% of 300,000 active; in the data active = inhibition above about 60%;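 also: H4 neuroglioblastoma cells stably carrying SNCA 5'UTR luciferase fusion; 0% = DMSO wells and 100% = positive control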
GSK3B inh = blocks human GSK3beta kinase activity | 0.038% of 300,000 active | P49841 | activity score (negative = inhibition), % at 10 µM | GST-GSK3beta kinase, ADP-Glo luminescence, 60 min; stronger effect = lower value;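 active = more than half of replicate wells score below -50%, meaning over 50% inhibition versus plate controls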;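 also: 0% = median DMSO wells and -100% = median GW8510 positive control wells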
Target sequence (P49841 whole entry, looked up): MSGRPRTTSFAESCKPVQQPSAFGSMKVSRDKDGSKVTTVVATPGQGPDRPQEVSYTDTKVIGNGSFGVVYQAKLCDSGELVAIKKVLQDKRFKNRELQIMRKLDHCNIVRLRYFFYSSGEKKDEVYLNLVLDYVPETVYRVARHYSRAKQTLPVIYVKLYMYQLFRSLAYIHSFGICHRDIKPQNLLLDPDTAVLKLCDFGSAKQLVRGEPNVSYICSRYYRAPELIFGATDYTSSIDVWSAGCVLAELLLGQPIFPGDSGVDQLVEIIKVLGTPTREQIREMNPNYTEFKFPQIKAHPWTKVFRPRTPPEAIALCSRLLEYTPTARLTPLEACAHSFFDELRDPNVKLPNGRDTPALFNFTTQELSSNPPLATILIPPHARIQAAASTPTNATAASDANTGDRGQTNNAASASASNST
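Assay system: GST-fused GSK3beta enzyme, cell-free / Medium: Tris pH 7.5 buffer with MgCl2, DTT, BSA, heparin / Also added: peptide substrate plus 25 µM ATP (final) / Compound: 10 µM single point / Timing: kinase reaction with compound 60 min at room temperature / Detection: ADP-Glo luminescence / Benchmarks: DMSO neutral wells and GW8510 at 20 µM as positive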
PolyA inhibitor = blocks polyadenylation in yeast reporter cells | S. cerevisiae SKY197-pL101 polyadenylation reporter, beta-gal luminescence; efflux-impaired pdr1/pdr3 knockout yeast; score 100 = 6 SD above DMSO | calls only at 12 µM | 0.02% of 300,000 active | AID 1875;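 active = lowest replicate activity score at least 50, where 100 means six control SD above control mean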;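 also: yeast exposed to compound for 9 h at 30 °C; higher score means more reporter readthrough which indicates perturbed polyadenylation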
KLF5 inhibitor = kruppel-like factor 5 inhibition. DLD-1 KLF5 promoter-luciferase reporter, luminescence. inhibition, % at 5 µM. 0.23% of 290,000 active. AID 1700;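 active = inhibition above a per-plate limit of that plate's mean compound inhibition plus 3 SD, cut at about 60% in these data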;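 also: 0% = DMSO wells and 100% = LY294002 at 200 µM; higher means less KLF5 promoter-driven luciferase light; inactives centre near -14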
Numbers without * were called inactive; i = inactive; . = not tested or not shown.

The first 5 entries, to show the layout:
SMILES	HSP90 refold inh	HSF1 inhib	GSK3 alpha inh	HSF-1 act	IEC-6 cytotox	AI-2 QS mod	aSyn 5UTR inh	GSK3B inh	PolyA inhibitor	KLF5 inhibitor
Cc1cc(N/N=C/c2ccc(O)cc2O)c2ccccc2n1	0	-5	0	0	1	-2	-15	-1	i	-44
COc1ccc(NC(=O)CSCCc2ccccn2)cc1OC	-3	2	-1	1	6	-1	-11	1	i	-26
COCCOC(=O)CSc1ncccc1-c1nc2cc(C)c(C)cc2[nH]1	0	.	-1	.	9	15	-23	-5	i	-78
Cn1ccnc1SCC(=O)NC1CCCC1	-4	-1	-2	-3	6	24	17	-4	i	-16
CNC(=S)N(Cc1ccco1)Cc1cc2cc(OC)ccc2[nH]c1=O	-5	9	0	39	-4	37	-3	-3	i	2

The list itself, from the start:
SMILES	HSP90 refold inh	HSF1 inhib	GSK3 alpha inh	HSF-1 act	IEC-6 cytotox	AI-2 QS mod	aSyn 5UTR inh	GSK3B inh	PolyA inhibitor	KLF5 inhibitor
Cc1cc(N/N=C/c2ccc(O)cc2O)c2ccccc2n1	0	-5	0	0	1	-2	-15	-1	i	-44
COc1ccc(NC(=O)CSCCc2ccccn2)cc1OC	-3	2	-1	1	6	-1	-11	1	i	-26
COCCOC(=O)CSc1ncccc1-c1nc2cc(C)c(C)cc2[nH]1	0	.	-1	.	9	15	-23	-5	i	-78
Cn1ccnc1SCC(=O)NC1CCCC1	-4	-1	-2	-3	6	24	17	-4	i	-16
CNC(=S)N(Cc1ccco1)Cc1cc2cc(OC)ccc2[nH]c1=O	-5	9	0	39	-4	37	-3	-3	i	2
CC1Cc2c([nH]c3ccccc23)C(=O)N1 (centres undefined)	1	-2	2	-4	11	16	19	4	i	-7
O=C(c1ccc2c(c1)OCCO2)N1CCCCC1	6	-1	1	-13	-2	17	-7	2	.	-17
COc1ccccc1NC(=O)C1=C(C)Nc2nc(-c3cccs3)nn2C1c1cccnc1 (centres undefined)	3	-2	.	7	1	21	5	-1	i	3
COc1cccc(CN2C(=O)CCC2(C)C(=O)NC2CCCCCC2)c1 (centres undefined)	5	2	0	4	5	8	0	0	i	-24
Cc1nnc(NC(=O)c2cccc(S(=O)(=O)N3CC(c4ccccc4)CC3=O)c2)s1 (centres undefined)	4	4	.	-5	5	13	-13	3	i	-1
Cc1ccc(S(=O)(=O)N2CCCCC2)cc1NC(=O)CSc1nccn1C	2	1	0	-2	2	21	17	3	i	5
CCOC(=O)N1CCN(C(=O)/C(=C/c2cccc3ccccc23)NC(=O)c2ccc(OC)c(OC)c2)CC1	-1	1	-1	0	-8	8	26	-3	i	-25
CCOC(=O)/C=C/C(=O)OCC(=O)Nc1cccc(Cl)c1Cl	2	25	0	33	2	22	-15	2	i	-4
CCN(CC)S(=O)(=O)c1ccc(OC)c(NC(=O)c2ccc3c(c2)OCO3)c1	1	-3	-1	18	-4	15	-16	2	i	-23
COC(=O)C(Cc1ccccc1)NC(=O)c1cc(S(=O)(=O)N(C)C)ccc1Cl (centres undefined)	-2	0	1	4	-10	2	-29	4	i	-20
COc1cccc(N(C(=O)Cn2nnc(-c3ccc(C)cc3)n2)C(C(=O)NC(C)(C)C)c2c[nH]c3ccccc23)c1 (centres undefined)	2	-1	0	5	4	27	18	3	i	4
CCn1c(=S)sc2c(=O)n(CC(=O)Nc3cccc(Cl)c3)c(C)nc21	2	1	0	14	0	10	11	1	i	-30
CSc1ccccc1OCc1cc(C(=O)NCCN2CCCC(O)C2)no1 (centres undefined)	7	8	5	2	-4	12	-18	-1	i	10
CC(CN1CCCCC1)C(=O)NN (centres undefined)	-2	-3	-1	-5	-9	6	3	1	i	-7
Cc1nc(NCc2ccccc2)sc1C(=O)Nc1ccccc1	4	2	1	-3	7	-14	-148	-9	i	-60
Cc1ccc(OCC(=O)N2CCC(N3CC(C)CC(C)C3)CC2)cc1 (centres undefined)	-2	-7	1	-18	1	-4	12	-3	i	-6
CCOc1ccc(/C=N/NC(=O)Cc2csc(Nc3cccc(C(F)(F)F)c3)n2)c(OCC)c1	-4	14	.	11	1	5	2	3	i	-16
CCc1ccc(Nc2nc3ccccc3c(=O)s2)cc1	-4	2	0	8	-5	-2	-1	0	i	-15
CSCC[C@H](N)C(=O)N1CCC(C(=O)N[C@H](C(=O)NCc2ccccc2F)C(C)C)CC1	-2	-4	2	-5	-4	10	7	-2	i	-17
COc1ccc(/C=C/C(=O)Oc2cccc(/C=N/NC(=O)COc3c(C)cccc3C)c2)cc1	-3	2	-4	4	0	21	-9	2	i	-24

Filtered by structure, those above with fluorine (2)
SMILES	HSP90 refold inh	HSF1 inhib	GSK3 alpha inh	HSF-1 act	IEC-6 cytotox	AI-2 QS mod	aSyn 5UTR inh	GSK3B inh	PolyA inhibitor	KLF5 inhibitor
CCOc1ccc(/C=N/NC(=O)Cc2csc(Nc3cccc(C(F)(F)F)c3)n2)c(OCC)c1	-4	14	.	11	1	5	2	3	i	-16
CSCC[C@H](N)C(=O)N1CCC(C(=O)N[C@H](C(=O)NCc2ccccc2F)C(C)C)CC1	-2	-4	2	-5	-4	10	7	-2	i	-17

Other results.
SMILES	HSP90 refold inh	HSF1 inhib	GSK3 alpha inh	HSF-1 act	IEC-6 cytotox	AI-2 QS mod	aSyn 5UTR inh	GSK3B inh	PolyA inhibitor	KLF5 inhibitor
CCCC(=O)NCCCc1nc2ccccc2n1CC	2	-2	1	-12	8	23	3	3	i	-4
CCNc1nc(SCCOc2ccccc2)nc(N(C)C)n1	-1	5	-2	4	-4	7	28	-1	i	-27
CC(C)(C)c1ccc(N2C(=O)CSC2c2cccnc2)cc1 (centres undefined)	3	-2	-1	6	1	14	3	1	i	12
Cc1ccc(C(C)n2cc(C(=O)NCCN3CCN(C)CC3)nn2)cc1 (centres undefined)	-3	0	0	-3	-6	1	6	0	i	-35
CCOc1ncccc1C(=O)OCCN1C(=O)c2ccccc2C1=O	-4	-3	0	12	-2	16	-3	0	i	3
CCOc1ccc(CN2C(=O)c3ccccc3C2=O)cc1C(=O)N1CCC(C(N)=O)CC1	2	-10	14	-4	7	17	-13	4	i	9
O=C(Nc1ccccc1Cl)c1cc(S(=O)(=O)N2CCCCC2)ccc1N1CCOCC1	1	3	-3	-7	0	11	5	-1	.	-18
CCn1nc(NC(C)=O)c2cc3cccc(C)c3nc21	1	-1	-1	-4	4	18	-7	4	i	-4
O=C(NNC(=O)C1CC(c2cccs2)=NO1)Nc1ccc(Cl)cc1 (centres undefined)	-5	0	0	1	-5	8	14	0	i	-24
CCc1nnc(NC(=O)CSc2nc3cc4c(cc3cc2CC)OCCO4)s1	1	-13	-1	-6	4	9	25	0	i	8
OCCOCCn1c(CCNc2nc(-c3ccc(Cl)cc3)cs2)nc2cc(Cl)c(Cl)cc21	.	12	-2	1	.	-1	-44	3	i	.
CN1C(C(=O)NCCc2cccs2)CC2Cn3c(nc4ccccc43)C21 (centres undefined)	.	-6	2	-26	.	-4	0	-2	i	.
COC(=O)c1cc(NS(=O)(=O)c2ccc(C)c3ccccc23)ccc1N1CCOCC1	-2	7	5	-11	3	20	-22	-2	i	6
CN(CC(=O)Nc1ccc(F)cc1)C(=O)COC(=O)Cc1cccs1	.	1	-7	-14	.	20	-5	-1	i	.
CCCCCn1nc(C)c(/C=N\NC(=O)c2cc(C)oc2C)c1C	8	7	-3	12	8	4	-44	-2	i	1
COc1ccc(CNC(=O)c2ccc(CNc3c(NC4CCCCC4)c(=O)c3=O)cc2)cc1	2	0	0	-5	-5	18	10	1	i	9
Cc1cc(C)c(C)c(S(=O)(=O)N2CCC(C(=O)OCC(=O)N3c4ccccc4NC(=O)C3(C)C)CC2)c1C	0	-2	8	-5	-4	24	-1	3	i	-17
COc1ccc2oc(C(=O)C3CC3)c(N)c2c1	-6	-7	1	8	-4	18	-133	3	i	-94
CCOc1ccc(N(CC(=O)NCCSCc2ccco2)S(=O)(=O)c2ccc(C)cc2)cc1	0	12	-3	16	-11	15	15	1	i	2
CCc1cc2ccc(C)cc2nc1SCC(=O)NC1CCCC1	0	-7	1	-8	-1	13	11	2	i	-17
CC12COC3(C(=O)Nc4ccc([N+](=O)[O-])cc4)CC1CCC32C (centres undefined)	-3	-3	-2	-6	-6	-3	-28	0	i	1
Cc1ccc(S(=O)(=O)Nc2ccc(C(=O)NC3CC3)cc2)cc1	2	1	-3	-7	-3	6	12	2	i	-18
Cc1cccc(OCCCC(=O)NC(C)C)c1	4	1	-2	8	11	14	4	7	i	-18
O=c1nc(/C=C/c2ccc(-c3ccc(F)cc3)o2)cc(C(F)(F)F)[nH]1	-2	33	2	46	1	9	-62	3	i	2
Cc1cccc(NC(=O)CCNS(=O)(=O)c2ccc3[nH]c(=O)oc3c2)c1	2	-5	0	-12	5	11	11	-1	i	-24
COc1ccc(CCN(Cc2cc3cc(C)ccc3[nH]c2=O)C(=O)N2CCCC2)cc1OC	-1	0	-4	-1	5	13	-3	0	i	-9
OC(COC(c1ccc(Cl)cc1)c1ccc(Cl)cc1)CN1CCN(c2ccccn2)CC1 (centres undefined)	2	-3	-2	6	0	18	17	-3	i	-10
CSc1ccccc1NC(=O)CN(C)Cc1cccc(Cl)c1	-7	6	1	2	4	7	26	0	i	-3
O=C1CC(N2CCN(c3ccc(S(=O)(=O)N4CCCC4)cc3)CC2)C(=O)N1c1ccc(F)cc1 (centres undefined)	-4	-2	-2	27	-4	23	-9	2	i	-14

4 structures out of the list, ordered by count of non-hydrogen atoms, smallest number first:
SMILES	HSP90 refold inh	HSF1 inhib	GSK3 alpha inh	HSF-1 act	IEC-6 cytotox	AI-2 QS mod	aSyn 5UTR inh	GSK3B inh	PolyA inhibitor	KLF5 inhibitor
CCOC(=O)/C=C/C(=O)OCC(=O)Nc1cccc(Cl)c1Cl	2	25	0	33	2	22	-15	2	i	-4
COc1cccc(CN2C(=O)CCC2(C)C(=O)NC2CCCCCC2)c1 (centres undefined)	5	2	0	4	5	8	0	0	i	-24
COc1ccccc1NC(=O)C1=C(C)Nc2nc(-c3cccs3)nn2C1c1cccnc1 (centres undefined)	3	-2	.	7	1	21	5	-1	i	3
COc1ccc(CCN(Cc2cc3cc(C)ccc3[nH]c2=O)C(=O)N2CCCC2)cc1OC	-1	0	-4	-1	5	13	-3	0	i	-9

Bioassay records: PubChem BioAssay, several laboratories

The list is partial; count on the stated rates, not on these rows.
